Screens deposited in PubChem BioAssay by The Scripps Research Institute Molecular Screening Center.
FBW7 activator: activators of human E3 ligase FBW7; Q969H0; AlphaScreen FBW7–phospho-cyclin E peptide binding, activator screen; normalized activity (activation), % at 26.1 µM; 650,000 tested, 0.13% active; AID 1259310; in the data active = normalized activity above about 1.9%;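 note: purified mutant Fbw7 with reduced substrate affinity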
Target sequence (Q969H0 whole entry, looked up): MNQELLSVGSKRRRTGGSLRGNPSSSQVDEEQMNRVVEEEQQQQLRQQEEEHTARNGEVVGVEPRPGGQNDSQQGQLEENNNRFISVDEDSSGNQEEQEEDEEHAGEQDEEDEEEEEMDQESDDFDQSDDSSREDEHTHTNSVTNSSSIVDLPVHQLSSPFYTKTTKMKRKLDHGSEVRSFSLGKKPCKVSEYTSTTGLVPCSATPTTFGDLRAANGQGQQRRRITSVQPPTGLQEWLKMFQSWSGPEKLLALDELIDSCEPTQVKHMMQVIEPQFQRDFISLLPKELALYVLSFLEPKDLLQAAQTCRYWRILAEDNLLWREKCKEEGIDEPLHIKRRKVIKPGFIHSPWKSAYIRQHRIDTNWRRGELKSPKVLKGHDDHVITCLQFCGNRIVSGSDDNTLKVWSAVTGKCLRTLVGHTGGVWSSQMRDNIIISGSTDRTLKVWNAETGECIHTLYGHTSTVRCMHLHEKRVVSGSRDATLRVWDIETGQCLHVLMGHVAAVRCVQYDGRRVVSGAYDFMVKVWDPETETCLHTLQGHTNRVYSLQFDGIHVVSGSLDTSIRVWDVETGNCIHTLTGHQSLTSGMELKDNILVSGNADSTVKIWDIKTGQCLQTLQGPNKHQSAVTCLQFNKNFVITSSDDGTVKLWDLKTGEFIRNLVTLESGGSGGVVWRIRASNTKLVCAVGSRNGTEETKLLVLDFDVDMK
MITF inh: blocks human microphthalmia-associated transcription factor | O75030 | AlphaScreen MITF homodimerization, bead proximity signal | inhibition, % at 2.6 µM | 650,000 tested, 0.91% active; in the data active = inhibition above about 50%;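 note: 0% = vehicle wells with protein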
GPR151 ag: activators of human GPR151; AID 1508602; Q8TDV0; 650,000 tested, 1% active; PathHunter beta-arrestin GPR151 cells, luminescence; activation, % at 11.2 µM; in the data active = activation above about 4.9%;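 note: 0% = median of compound wells and 100% = cells with positive control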
TEAD-YAP inh: TEAD-YAP interaction inhibition; 640,000 tested, 1.4% active; AID 1259422; inhibition, % at 9.12 µM; HEK-TIYL cells, TEAD-Gal4/YAP UAS-luciferase luminescence; in the data active = inhibition above about 32%;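 note: 0% = median of test compound wells and 100% = reference inhibitor wells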
Starred values were filed as active, the others as inactive.

SMILES | FBW7 activator | MITF inh | GPR151 ag | TEAD-YAP inh
Cc1c(C(=O)NCc2ccccc2Cl)sc2ncn(CC(=O)N3CCCC(C)C3)c(=O)c12 (stereo not drawn) | -0.1 | 5 | 0.1 | 7
COc1ccc(N2CC(c3nc(-c4ccc(OC)cc4OC)no3)CC2=O)cc1 (stereo not drawn) | 0.1 | 14 | -1.3 | 3
COCCCNC(=O)COc1ccc(-c2ccc(C#N)cc2)cc1 | 0.6 | 0 | -0.3 | 3
Cc1ccc(-n2c(SCC(=O)NCCC3=CCCCC3)nc3c(sc(=S)n3-c3cc(C)ccc3F)c2=O)cc1 | 0.0 | -16 | 1.1 | 4
CC1=C(C(=O)OCC(C)C)C(c2ccccc2F)C2=C(CC(c3cccs3)CC2=O)N1 (stereo not drawn) | 0.2 | 4 | -2.1 | 33*
CN(C(=O)CCCC(=O)O)c1ccccc1C(=O)N1CCOCC1 | 0.1 | 8 | -1.1 | 1
COc1cccc(Cn2c(C)c(CNC(C)CCc3ccccc3)c(C(=O)O)c2C)c1 (stereo not drawn) | -0.1 | 9 | 0.8 | 11
CC1=NN(c2ccccc2)C(=O)/C1=C\c1ccc(N2CCOCC2)c([N+](=O)[O-])c1 | 0.4 | 9 | -0.6 | 3
CC(C)CNC(=O)C(=O)NCC1OCCN1S(=O)(=O)c1ccc2c(c1)OCCO2 (stereo not drawn) | 0.1 | -3 | 0.2 | 6
CCOC(=O)/C=C/C(=O)NNC(=O)c1cccc([N+](=O)[O-])c1 | 0.4 | -32 | -0.3 | -8
CCN(CC)c1ccc(N=c2ssc3c2-c2cc(OC)ccc2NC3(C)C)cc1 | -0.1 | 8 | 0.9 | -4
O=C1C(S)=C(NC2CCCCC2)C(=O)c2ccccc21 | -0.6 | -7 | 0.1 | -5
CCCC(=O)Nc1ccccc1NC(=O)COc1cc(C)cc(C)c1 | 0.4 | 20 | 3.6 | -3
O=C(Nc1nnc(C2=COCCO2)o1)c1cccc2ccccc12 | -0.2 | -8 | 0.5 | -5
CC(/C=C1\Sc2ccccc2N1CCO)=C\c1sc2ccccc2[n+]1CCO | -0.3 | 29 | -1.2 | 5
CCOC(=O)C1(Cc2ccccc2Cl)CCN(C(=O)CN2CCN(CC)CC2)CC1 | -0.1 | 16 | 0.4 | -42
CCc1ccccc1NC(=O)c1ccccc1 | 0.1 | 3 | -0.2 | 1
CC(C)C(=O)Nc1ccc(C(=O)Nc2ccc(S(=O)(=O)N3CCOCC3)cc2)cc1 | 0.6 | 0 | 0.6 | 2
Cc1ccc(C(=O)Nc2ccccc2F)cc1S(=O)(=O)N1CCOCC1 | 0.4 | 3 | -0.6 | 0
CN(C)S(=O)(=O)c1ccc(C(=O)Nc2ccc(S(=O)(=O)Nc3nccs3)cc2)cc1 | 0.1 | 9 | -1.0 | 2
COc1cccc(N2CCN(C(=O)C3C(=O)N(C)C4(C)CC3c3ccccc3O4)CC2)c1 (stereo not drawn) | 0.0 | 7 | -0.5 | 18
COC(=O)c1cccc2c1-c1ccccc1/C2=N\NC(N)=O | -0.1 | 9 | 0.0 | 8
CCCCS(=O)(=O)N1CCN(C(=S)c2ccc(OC)cc2)CC1 | -0.1 | 5 | 1.1 | -9
O=S(=O)(c1ccc2c(c1)CCCC2)N1CCN(c2cc(N3CCCC3)ncn2)CC1 | 0.7 | 16 | -0.4 | 0
CC(NC(=O)c1ccco1)c1nnc2n1CCN(Cc1ccc(F)cc1F)CC2 (stereo not drawn) | -0.1 | 3 | 3.0 | -5
CCc1nc(NCc2ccccc2)c(C#N)c2c1COC(C)(C)C2 | 0.0 | 5 | -0.6 | -6
COc1nc(-c2ccccc2)nc(OC)c1NC(=O)c1cc([N+](=O)[O-])cc([N+](=O)[O-])c1 | -0.2 | 16 | 1.3 | -2
Cc1nc(C(=O)N2CCC3(CC2)NC(=O)c2ccccc2O3)cc2c1[nH]c1ccccc12 | -0.1 | -21 | 0.0 | 8
O=C(Cn1c2ccccc2c(=O)c2cc(Cl)ccc21)Nc1cccc(C(F)(F)F)c1 | -0.1 | 15 | -0.7 | 6
CCOC(=O)c1nc(N2CCC3(CC2)OCCO3)c2c3c(sc2n1)CCCC3 | 0.0 | -3 | 0.6 | 11
CC(=O)C1=C(C)NC(SCC(=O)c2ccccc2)=C(C#N)C1c1sccc1C (stereo not drawn) | 0.1 | 4 | 1.1 | -4
Cc1nn(C)cc1S(=O)(=O)NCc1ccncc1 | -0.1 | -7 | 1.6 | 3
O=C(Nc1cccc(Cl)c1)c1coc(=O)c2ccccc12 | 0.1 | -12 | -1.0 | 2
Cc1cccc(OCC(=O)N2CCN(c3nccn3C)CC2)c1 | -0.1 | -2 | 2.7 | 10
O=C1CC(c2ccccc2)CC2=C1C(c1cccnc1)N(C(=O)C1CC1)c1ccccc1N2 (stereo not drawn) | -0.1 | -1 | -0.1 | -6
Cc1ccc(C(=O)/C(=C2/CCCCCN2)[N+](=O)[O-])cc1 | -0.3 | 3 | 0.0 | -17
O=C1CSC(=Nc2cccc(Br)c2)N1 | 0.9 | 53* | 0.5 | -5
COc1ccccc1N(CC(=O)Nc1cccc(C(F)(F)F)c1)S(=O)(=O)c1ccc(C)cc1 | -0.1 | 2 | 0.0 | 8
COc1nc(NCCN(C(C)C)C(C)C)nc(-c2c(C)nn(C)c2C)n1 | -0.1 | -1 | 1.8 | 5
CC(C)(C)c1cc(NC(=O)CCl)on1 | 0.2 | 15 | 1.9 | -3
CCCCc1c(O)nc2ccccn2c1=O | 0.1 | -5 | 1.2 | 1
COc1cccc(-c2cc(C(=O)NCc3ccccc3)[nH]n2)c1 | 0.4 | 9 | 1.3 | -44
O=C1CSC(=O)N1CN1CCc2ccccc21 | -0.3 | -1 | -0.7 | 10
C#CCSc1nc(N)c2c3c(sc2n1)CCCC3 | 0.0 | 6 | 0.3 | -40
COC(=O)CN(c1cccc(Cl)c1C)S(=O)(=O)c1ccccc1 | 0.5 | 11 | 1.7 | 4
O=C(N/N=C\c1cc2c(cc1[N+](=O)[O-])OCO2)c1cncc(Br)c1 | -0.3 | -13 | 0.7 | -2
c1ccc(Nc2nc(CN3CCSCC3)nc3ccccc23)cc1 | -0.1 | -2 | -0.4 | 4
O=C(Nc1nc(=O)c2ccccc2s1)c1ccc(Cl)cc1 | 0.1 | 10 | 0.2 | 2

Pulled one by one from the entries so far (two):
SMILES | FBW7 activator | MITF inh | GPR151 ag | TEAD-YAP inh
COc1nc(NCCN(C(C)C)C(C)C)nc(-c2c(C)nn(C)c2C)n1 | -0.1 | -1 | 1.8 | 5
COc1cccc(-c2cc(C(=O)NCc3ccccc3)[nH]n2)c1 | 0.4 | 9 | 1.3 | -44

The results go on.
SMILES | FBW7 activator | MITF inh | GPR151 ag | TEAD-YAP inh
CCOC(=O)C1CCN(C(=O)COc2ccccc2OC)CC1 | -0.1 | -5 | 1.0 | 1
O=C(Oc1ccc(C2CCCCC2)cc1)c1ccc(-c2nnc(-c3ccccc3)o2)cc1 | 0.1 | -6 | 0.9 | -42
CCOc1ccc(C(=O)Nc2ccc(Br)cc2)cc1[N+](=O)[O-] | -0.1 | -7 | -0.7 | 2
CC(C)CN1CCC2(CC1)CC2C(=O)NCc1cccnc1 (stereo not drawn) | -0.2 | -2 | -0.3 | -7
COc1cccc(CN2CCNC(=O)C2CC(=O)NCc2ccccc2)c1OC (stereo not drawn) | 0.3 | -1 | 3.7 | 15
CC(C)(C)c1ccc(C2=N/C(=C\c3c(F)cccc3Cl)C(=O)O2)cc1 | 0.0 | 10 | -0.9 | -1
CCOC(=O)c1sc2ncnc(NC3CCCCCC3)c2c1C | 0.0 | -4 | -0.3 | 3
CC1CCN(Cc2nnnn2CC(=O)N(C)C2CCCc3ccccc32)CC1 (stereo not drawn) | -0.1 | -2 | -0.8 | -11
CCOc1ccc(-c2nnn(CC(=O)Nc3ccccc3-c3ccccc3)n2)cc1 | -0.1 | 3 | -0.2 | 12
CCOC(=O)C1CCCN(c2cc(N(C)CCO)c([N+](=O)[O-])c3nonc23)C1 (stereo not drawn) | -0.1 | 15 | 0.4 | 13
CCNC(=O)[C@@H]1C[C@H](NC(C)C)CN1Cc1ccccc1Cl | 0.0 | 8 | -0.3 | 4
CCOc1ccc2c(=O)c(-c3ccc4c(c3)OCCCO4)c(C)oc2c1 | 0.1 | -2 | 2.0 | -8
O=C(CC1CCCC1)NCCc1csc(-c2ccccc2)n1 | 0.1 | -3 | -0.6 | -10
CC(=O)N1CC(C)Sc2cc(S(=O)(=O)NCc3ccc(C)cc3)ccc21 (stereo not drawn) | 0.1 | 6 | 0.9 | 5
O=C(Nc1c2c(nn1-c1ccc([N+](=O)[O-])cc1)CS(=O)(=O)C2)C1CCCCC1 | 0.1 | 1 | -1.1 | -2
O=C(OCCNC(=O)c1ccc2ccccc2n1)c1cccnc1 | 0.0 | 17 | -0.8 | -5
OC(CNCc1ccccn1)COc1ccc(OCC(O)CNCc2ccccn2)cc1 (stereo not drawn) | -1.9 | 10 | -0.3 | 0
Cc1ccc(-n2nc3c(c2NC(=O)c2c(F)cccc2F)CS(=O)C3)cc1 (stereo not drawn) | 0.1 | -7 | 0.2 | 1
COc1ccc(C(=O)NNc2cc(=O)n(C)c(=O)n2C)cc1 | 0.4 | 0 | 0.6 | 1
CC(C)CCCC(C)C1CCC2C3CC=C4CC(SC(=O)Oc5ccc(Br)cc5)CCC4(C)C3CC(C)C12 (stereo not drawn) | 0.0 | -3 | 2.3 | 3
Cc1ccc(-c2nc3ccccc3o2)cc1NC(=O)c1ccc(-c2ccc([N+](=O)[O-])cc2)o1 | -0.2 | 5 | -0.6 | -5
Cc1ccccc1C(=O)Nc1ccc(I)cc1 | -0.1 | -6 | -1.1 | -78
CCOC(=O)c1cc(C)sc1NC(=O)c1ccc(F)cc1 | -0.1 | 2 | 0.4 | 5
O=S(=O)(Cc1ccccc1F)NCC1(c2cccs2)CCCC1 | 0.1 | -11 | -0.6 | -3
Cc1c(C(=O)NCCCN2CCC(C)CC2)sc2ncn(CC(=O)N3CCCCC3C)c(=O)c12 (stereo not drawn) | 0.7 | 2 | -0.2 | -12
O=C(NC1CC1)c1cccc(N2CCOCC2)n1 | 0.1 | 0 | 0.6 | -2
CCOC(=O)c1ccc(-n2c(C)cc(/C=N\O)c2C)cc1 | -0.1 | 22 | -1.0 | -2
O=C(NCCN1CCOCC1)c1ccnc(NCc2ccc3c(c2)OCO3)c1 | -0.1 | 14 | -1.8 | -1
CCOC(CCn1c(=S)[nH]c2cc(OC)c(OC)cc2c1=O)OCC | -0.1 | -2 | -0.7 | -8
O=C(O)Cn1c(SCc2nc3ccccc3[nH]2)nc2ccsc2c1=O | -0.1 | 4 | 0.7 | -19
FC(F)(F)Oc1ccc2noc(-c3ccccc3)c2c1 | -0.1 | 6 | 0.2 | -5
CCOC(=O)C1=C(C)N=c2s/c(=C\c3ccc(-c4ccc(C(=O)OCC)cc4)o3)c(=O)n2C1c1cc(OC)ccc1OC (stereo not drawn) | -0.2 | 3 | 0.2 | -3
CCC(C)NS(=O)(=O)c1ccc(NC(=O)CNCCN2CCOCC2)cc1 (stereo not drawn) | -0.2 | -1 | 0.0 | 1
CN(C(=O)CCl)c1nc(-c2ccc(Cl)cc2)cs1 | 0.1 | 10 | -0.5 | -19
CCOc1ccc(NC(=O)Cn2ncc3c(=O)oc4ccccc4c32)cc1 | -0.3 | -1 | 0.5 | -1
COC(=O)CSC1=C(C#N)C(c2ccc(C(C)C)cc2)CC(=O)N1 (stereo not drawn) | 0.0 | -1 | 0.0 | -3

Given with two lines to a compound: six of the compounds above.
The line under a structure holds: FBW7 activator, MITF inh, GPR151 ag, TEAD-YAP inh
- CC(C)(C)c1cc(NC(=O)CCl)on1
→ 0.2, 15, 1.9, -3
- CCCCc1c(O)nc2ccccn2c1=O
→ 0.1, -5, 1.2, 1
- COc1cccc(-c2cc(C(=O)NCc3ccccc3)[nH]n2)c1
→ 0.4, 9, 1.3, -44
- O=C1CSC(=O)N1CN1CCc2ccccc21
→ -0.3, -1, -0.7, 10
- C#CCSc1nc(N)c2c3c(sc2n1)CCCC3
→ 0.0, 6, 0.3, -40
- COC(=O)CN(c1cccc(Cl)c1C)S(=O)(=O)c1ccccc1
→ 0.5, 11, 1.7, 4

(more compounds)
SMILES | FBW7 activator | MITF inh | GPR151 ag | TEAD-YAP inh
CN(C)c1cccc(Nc2cc(NCCO)ncn2)c1 | 0.2 | 4 | 3.6 | 2
Cc1ccccc1Cc1c(C)nc2c(C(=O)N3CCN(c4cccc(C)c4C)CC3)cnn2c1C | 0.1 | 8 | -0.7 | 1
Cc1cc(NC(=O)c2cc(S(=O)(=O)N3CCCCC3)c[nH]2)ccc1Br | 0.8 | 10 | 0.4 | -6
CCN1CCN(C(=O)CN(C)S(=O)(=O)c2ccc(Br)cc2)CC1 | 0.0 | 1 | -2.5 | 13
CCSC1=C(C#N)C(=O)NC(c2ccc(O)c(OC)c2)S1 (stereo not drawn) | 0.0 | -9 | 1.7 | -8
Cc1ccccc1S(=O)(=O)Cc1ccc(C(=O)n2ccnc2)o1 | 0.1 | 20 | -0.6 | -5
O=C(Nc1c[nH]c(=O)[nH]c1=O)c1ccc(N2C(=O)C3C4C=CC(C4)C3C2=O)cc1 (stereo not drawn) | 0.2 | 15 | 6.7* | 4
COc1ccc(-c2cc3ccc(OC(C)=O)cc3oc2=O)cc1 | 0.1 | 10 | 1.0 | 30
CCn1c(CCCCCNC(=O)Nc2ccc(C)cc2)nnc1SC | -0.2 | 1 | -0.2 | -63
